EBNA-1 inhibitor – EBNA-1 DNA-binding inhibitors, primary screen, biochemical, fluorescence polarization. 300,000 compounds, 0.34% hits. inhibition, % at 14.8 µM. AID 1950, 2009; in the data active means inhibition above about 28%
HCV core dimer – inhibitors of HCV core protein dimerization, primary screen, biochemical, TR-FRET, high-throughput | TR-FRET GST/Flag-core106 dimerization, 1536-well | inhibition, % at 5 µM | 300,000 compounds, 0.33% hits;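 active means inhibition above the mean of all tested compounds plus 3 SD, set per screening campaign, cut at about 45% in these data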
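Material: Tagged HCV core106 pair (GST and Flag) | Amount: GST-core106 13.5 nM, Flag-core106 17 nM | Medium: KF-containing HEPES buffer, pH 7.45, DTT, CHAPS, BSA | Reagent: Eu donor and XL665 acceptor anti-tag antibodies | Schedule: 4 h at 22.5 °C | Technique: Time-resolved FRET, ex 340 nm, em 617 and 671 nm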
ZTA DNA inh – blocks Epstein-Barr virus ZTA, an EBNA-1 counter-screen. P03206. ZTA-DNA binding, fluorescence polarization. inhibition, % at 11 µM. 320,000 compounds, 0.15% hits; in the data active means inhibition above about 33%
PP5 primary – PP5 phosphatase inhibitors, primary screen, biochemical, fluorescence; Serine/threonine-protein phosphatase 5 (Homo sapiens), P53041; purified PP5c, OMFP substrate fluorescence; inhibition, % at 6.7 µM; 320,000 compounds, 0.18% hits; AID 1987, 2009;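 active means inhibition above the campaign's mean inhibition across all tested compounds plus 3 SD, cut at about 9.5% in these data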;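 further: 0% = DMSO only and 100% = 100 µM cantharidin control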
TPT1 inhibitor – Candida albicans TPT1 enzyme inhibitors, primary screen, biochemical, fluorescence polarization | recombinant caTPT1, FP RNA substrate dephosphorylation | inhibition, % at 5 µM | 300,000 compounds, 0.81% hits;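 active means inhibition above the mean of all tested compounds plus 3 SD, set per screening campaign, cut at about 24% in these data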;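 further: plate controls were DMSO alone for no effect and ferristatin control at 100 nM for full effect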
PP1 counter – PP1-alpha phosphatase inhibitors, primary screen, counter-screen for PP5 inhibitor project, biochemical, fluorescence, OMFP substrate, single point; purified PP1alpha; inhibition, % at 6.7 µM; 320,000 compounds, 0.9% hits; AID 2235, 2010;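 active means inhibition above the mean inhibition of all tested compounds plus 3 SD, computed separately for each screening campaign, cut at about 15% in these data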
Target sequence (P62136 whole entry, looked up): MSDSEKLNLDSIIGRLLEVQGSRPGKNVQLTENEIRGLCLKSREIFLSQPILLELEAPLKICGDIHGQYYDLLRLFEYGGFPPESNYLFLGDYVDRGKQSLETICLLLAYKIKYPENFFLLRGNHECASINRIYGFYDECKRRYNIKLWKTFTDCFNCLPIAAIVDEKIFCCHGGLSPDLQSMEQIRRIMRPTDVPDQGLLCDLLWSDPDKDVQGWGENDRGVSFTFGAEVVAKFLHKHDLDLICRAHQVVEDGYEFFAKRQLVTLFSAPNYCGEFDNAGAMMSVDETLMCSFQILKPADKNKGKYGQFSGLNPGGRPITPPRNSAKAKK
PREPL inh – PREPL enzyme inhibitors, primary screen, biochemical, fluorescence polarization. Prolyl endopeptidase-like (Homo sapiens), Q4J6C6. recombinant PREPL, fluorescence polarization activity-based probe. inhibition, % at 5.96 µM. 320,000 compounds, 0.68% hits; in the data active means inhibition above about 43%;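 further: 0% = enzyme with DMSO and 100% = wells lacking enzyme; many of its hits are not listed in these tables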
Target sequence (Q4J6C6 whole entry, looked up): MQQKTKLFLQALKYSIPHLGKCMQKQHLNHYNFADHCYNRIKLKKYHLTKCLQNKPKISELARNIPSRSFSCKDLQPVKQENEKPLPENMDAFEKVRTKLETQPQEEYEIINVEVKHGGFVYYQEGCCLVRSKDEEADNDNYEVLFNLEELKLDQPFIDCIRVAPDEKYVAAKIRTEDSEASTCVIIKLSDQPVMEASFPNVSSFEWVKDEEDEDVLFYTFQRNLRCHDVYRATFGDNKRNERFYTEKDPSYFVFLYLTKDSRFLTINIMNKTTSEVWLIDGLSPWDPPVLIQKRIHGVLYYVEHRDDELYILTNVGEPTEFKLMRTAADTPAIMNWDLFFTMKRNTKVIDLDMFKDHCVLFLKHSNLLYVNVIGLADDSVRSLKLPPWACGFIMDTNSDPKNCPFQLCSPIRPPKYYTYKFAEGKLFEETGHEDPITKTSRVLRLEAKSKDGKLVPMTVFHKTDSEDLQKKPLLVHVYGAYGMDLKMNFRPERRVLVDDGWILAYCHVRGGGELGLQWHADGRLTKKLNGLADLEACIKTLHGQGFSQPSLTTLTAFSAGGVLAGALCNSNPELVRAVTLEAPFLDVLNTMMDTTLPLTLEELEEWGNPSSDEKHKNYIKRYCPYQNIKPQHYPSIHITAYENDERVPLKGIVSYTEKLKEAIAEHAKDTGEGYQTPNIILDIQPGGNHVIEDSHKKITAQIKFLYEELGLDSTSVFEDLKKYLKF
Efflux pump inh – inhibitors of Candida efflux pumps in yeast, primary screen, S. cerevisiae, Nile Red, multiplex | S. cerevisiae Candida pump triplex | inhibition, % at 10 µM | 330,000 compounds, 0.44% hits;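 active means plate passing quality check with inhibition over a set limit, or well fluorescence over plate mean plus 4 SD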;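 further: Nile Red retained in pooled yeast measured as flow cytometry median fluorescence; 0% = buffer negative control and 100% = Enniatin B positive control; higher means more Nile Red kept so more efflux inhibition; some compounds called inactive have numbers as strong as hits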
CTSL1 counter – Fasciola hepatica cathepsin L1 inhibitors, primary screen, counter-screen for PFM18AAP inhibitor project, biochemical, QFRET, fluorogenic peptide substrate; recombinant F. hepatica cathepsin L1, Z-Leu-Arg-MCA fluorescence; inhibition, % at 5.96 µM; AID 1906, 2009; 300,000 compounds, 0.49% hits;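 active means inhibition above the mean of all tested compounds plus 3 SD, set per screening campaign, cut at about 17% in these data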;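 further: 0% = plate median of test compound wells and 100% = 1 µM Z-Phe-Ala-diazomethylketone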
The depositor's hits bear a star.

SMILES | EBNA-1 inhibitor | HCV core dimer | ZTA DNA inh | PP5 primary | TPT1 inhibitor | PP1 counter | PREPL inh | Efflux pump inh | CTSL1 counter
CC1=NN(Cc2ccccc2)C(=O)C1 | -12 | -7 | 5 | 2.8 | -1 | 1 | 10 | 0.1 | 7
COc1ccc(NC(=O)C2CCC(C)(C(=O)O)C2(C)C)cc1 (stereo not given) | 5 | -1 | -4 | 3.5 | -3 | -2 | -8 | -0.1 | -5
COc1ccc(CCNC(=O)c2c(C)nc3ccccn23)cc1OC | 6 | 3 | 4 | 2.2 | -1 | -3 | 2 | 0.0 | -2
COc1ccc(Nc2cc(C(=O)NCCCOC(C)C)c3ccccc3n2)c(OC)c1 | -10 | 3 | -1 | 3.9 | 1 | -1 | 16 | 0.1 | 3
O=C(CCSc1ccc(Cl)cc1)c1ccco1 | -22 | -3 | -13 | 4.6 | -2 | -1 | 2 | 0.3 | 20*
O=C1C=C(O)CC(c2ccco2)C1 (stereo not given) | -9 | -5 | 2 | 3.2 | 2 | -3 | 13 | 0.3 | -6
Cc1cc(OCC(=O)N(C)c2ccccc2)cc2c1C(=O)CC(C)(C)O2 | -8 | 4 | -12 | 1.0 | 0 | -1 | 10 | -0.1 | 0
Cc1cc(C(=O)N/N=C/c2ccc(C)o2)c2ccccc2n1 | 4 | -9 | 2 | 0.4 | 0 | 0 | 9 | 0.6 | 4
O=C(CC(=O)c1ccccc1)Nc1cc([N+](=O)[O-])ccc1Cl | -16 | 4 | 5 | 0.0 | -1 | 2 | 7 | 0.0 | -2
CCC(C(=O)O)N1C(=O)c2ccccc2C1=O (stereo not given) | -2 | 0 | -2 | 4.0 | -3 | -2 | 19 | -0.2 | -1
COc1cc(/C=N/Nc2nc3ccccc3[nH]2)cc(Br)c1OCC(=O)N(C)C | -1 | -10 | 6 | 4.1 | 1 | 1 | 42 | -0.2 | 12
Nc1ncc(-c2ccccc2)c(-c2ccc(OCc3ccccc3)cc2O)n1 | -1 | 4 | -3 | 2.0 | -2 | -2 | 10 | 0.1 | 2
Cc1nc(-c2cccc(NS(=O)(=O)c3cccc4ccccc34)c2)cs1 | -6 | -4 | -3 | 4.4 | 3 | 0 | -21 | -0.1 | 3
CCCC(=O)Nc1ccc2nc(SCC(=O)Nc3ccc(N4CCOCC4)c(Cl)c3)sc2c1 | 67* | 4 | 16 | 3.5 | -3 | 0 | -4 | 0.1 | -3
CCSc1nnc(NC(=O)CCCOc2ccc(C)cc2)s1 | 11 | 11 | 7 | -0.1 | 2 | -1 | 1 | -0.1 | 1
Cn1c(CCC(=O)Nc2ccc(F)cc2)nc2cc(S(=O)(=O)N3CCOCC3)ccc21 | 4 | -1 | 5 | -1.2 | -1 | -1 | -2 | 0.1 | -1
O=C1CSC(c2ccccc2[N+](=O)[O-])N1CCc1ccccc1 (stereo not given) | -3 | 5 | 4 | 0.1 | -3 | -2 | 3 | 0.3 | 6
COc1ccccc1C1c2c(C)nn(-c3ccccc3)c2NC(=O)C1NC(=O)c1ccccc1 (stereo not given) | -2 | -12 | -33 | 0.4 | 0 | -1 | 2 | 0.0 | -3
CCOC(=O)c1cnc2c(OC)cccc2c1N1CCN(c2ccc(OC)cc2)CC1 | -3 | 15 | 8 | 1.6 | -2 | 0 | 32 | 0.1 | 2
CCOc1ccc(CCNC(=O)Cn2cccc2C(=O)c2ccccc2)cc1OCC | 12 | 8 | 2 | 1.3 | -3 | -1 | 18 | 0.1 | 3

Full records from above. Screens in order: EBNA-1 inhibitor, HCV core dimer, ZTA DNA inh, PP5 primary, TPT1 inhibitor, PP1 counter, PREPL inh, Efflux pump inh, CTSL1 counter
Shown for CC1=NN(Cc2ccccc2)C(=O)C1 = -12, -7, 5, 2.8, -1, 1, 10, 0.1, 7
Shown for Cc1nc(-c2cccc(NS(=O)(=O)c3cccc4ccccc34)c2)cs1 = -6, -4, -3, 4.4, 3, 0, -21, -0.1, 3

The list goes on:
SMILES | EBNA-1 inhibitor | HCV core dimer | ZTA DNA inh | PP5 primary | TPT1 inhibitor | PP1 counter | PREPL inh | Efflux pump inh | CTSL1 counter
O=C1[C@@H]2[C@@H]3C[C@@H]([C@H]4ON=C(c5ccc(Cl)cc5)[C@@H]34)[C@@H]2C(=O)N1c1ccc2c(c1)OCO2 | 8 | 11 | 1 | 0.2 | 2 | -2 | 0 | -0.1 | 2
Cc1cc(C(=O)CCl)c(C)n1CCc1ccc(F)cc1 | 6 | 18 | -2 | 1.1 | 0 | -2 | 4 | -0.1 | 23*
COc1ccccc1-n1cnnc1SCC(=O)N1CC(=O)Nc2ccccc21 | -2 | 0 | -5 | 1.9 | -1 | 1 | -2 | 0.0 | 4
Nc1c(C(=O)NCc2cccs2)nnn1CC(=O)Nc1cccc(Cl)c1 | 11 | 2 | 20 | 1.4 | -2 | 2 | -5 | -0.1 | 0
COc1ccccc1N1CCN(S(=O)(=O)c2ccc(NC(C)=O)cc2)CC1 | 0 | 6 | 15 | -0.2 | -5 | -4 | 9 | -0.1 | -3
Cc1cccc(-n2c(-c3csc4ccccc34)n[nH]c2=S)c1 | 0 | 8 | 7 | -1.1 | 1 | -2 | 0 | -0.2 | -1
O=C(OCc1nnc(-c2ccccc2)o1)c1ccc([N+](=O)[O-])o1 | -13 | -3 | -10 | 0.1 | 3 | -1 | -4 | 0.2 | 1
COc1ccc(/C=C(\C#N)C(=O)NCc2cccs2)cc1OC | -8 | 7 | -6 | 0.2 | -6 | -1 | -6 | 0.0 | -2
O=C(NC1CCS(=O)(=O)C1)/C(=C\c1ccccc1)NC(=O)c1ccccc1 (stereo not given) | -2 | -2 | -4 | -2.1 | 1 | -3 | 10 | 0.1 | 8
O=C(CN(c1ccccn1)S(=O)(=O)c1ccccc1)Nc1ccccc1 | 11 | -7 | -15 | 0.4 | -1 | -3 | -1 | -0.1 | 2
O=C(CSc1nnc(CNC(=O)c2c(F)cccc2Cl)o1)c1ccccc1 | -1 | 3 | -7 | 0.3 | -6 | -6 | -9 | -0.1 | 1
O=C(c1cnsn1)N1CCC(CO)(Cc2ccc(Cl)cc2)CC1 | 11 | 0 | 1 | 0.7 | 1 | 2 | 7 | 0.1 | -2
CCCn1nnc(NC(=O)c2ccc(OCC)c(Cl)c2)n1 | -10 | 3 | -11 | 2.5 | 2 | -1 | 9 | 0.1 | 2
COc1cccc(CNC2CCCCCCC2)c1OC | -4 | -2 | -2 | 1.3 | 0 | -2 | -2 | 0.0 | -3
COc1cc2nc(N(CCN(C)C)C(=O)c3ccc(S(=O)(=O)N(C)CC4CCCO4)cc3)sc2cc1OC (stereo not given) | 10 | 10 | 10 | 0.1 | -2 | -1 | 6 | -0.1 | 2
NC(=O)C1CCN(C(=O)c2ccc(Oc3cc(Cl)cc(Cl)c3)o2)CC1 | 5 | -11 | -6 | -0.6 | 0 | -4 | 25 | -0.3 | -1
CC(C)(C)N(NC(=O)Nc1ccccc1)C(=O)c1ccccc1 | -8 | -8 | -3 | 2.1 | -3 | 0 | -3 | 0.3 | -1
CCc1nnc(NS(=O)(=O)c2ccc(NC(=O)c3ccccc3C)cc2)s1 | 8 | 2 | -13 | -0.2 | -1 | -1 | 2 | -0.1 | 0
O=C(CN(C(=O)CCC(=O)Nc1ccccn1)C1CCCC1)NCc1ccc(F)cc1 | 13 | -2 | 12 | -0.6 | -6 | 0 | 2 | -0.3 | 0
Clc1ccc(-c2nnc3sc(Cc4cccs4)nn23)cc1 | 2 | 38 | -4 | 0.6 | 0 | 0 | 8 | -0.2 | -1
Clc1ccc(CCNc2nc3ccccc3s2)cc1 | -2 | 0 | 6 | 3.7 | -2 | 0 | -7 | -0.1 | 3
O=C(NC1CCCCC1)c1ccccc1NC(=O)C1CC1 | -3 | -1 | -8 | 1.4 | -2 | -1 | 5 | 0.0 | 6
CCN(CC)C(=O)CCc1nc2sc3c(c2c(=O)[nH]1)CCCC3 | 7 | -4 | 4 | 0.5 | -2 | 0 | 21 | 0.1 | 0
COc1ccc(/C=C(\C#N)C(=O)NCc2ccccc2)cc1O | 1 | 4 | 0 | 1.0 | -1 | 2 | 4 | 0.1 | 4
COC(=O)c1sccc1-c1ccc(/C=N/OCc2c(Cl)cccc2Cl)o1 | 3 | -9 | -3 | 0.3 | -2 | -2 | 8 | 0.3 | 0
C=CCOc1ccc(/C(O)=C2\C(=O)C(=O)N(CCN(C)C)C2c2cccs2)cc1 (stereo not given) | -12 | 9 | -2 | 6.2 | 2 | -1 | 4 | 0.2 | -2
O=C(COc1ccccc1)N1CCN(C(=O)c2ccc([N+](=O)[O-])cc2)CC1 | -9 | -10 | -6 | 2.1 | 0 | 1 | 10 | -0.1 | -2
CCN1c2ccccc2-c2nc3ccccc3n2C1c1ccccn1 (stereo not given) | -12 | 11 | 1 | 1.9 | 3 | -2 | -5 | 0.0 | -1
CCOC(=O)N1CCN(C(=O)/C(=C\c2ccc(SC)cc2)NC(=O)c2ccccc2)CC1 | 4 | -2 | 1 | 3.4 | -3 | -4 | 7 | 0.1 | 0
CCN(Cc1ccccc1)C(=O)C1CCN(Cc2sccc2C)CC1 | -10 | -12 | 11 | 1.7 | 2 | 2 | -3 | 0.8 | 1
CCOC(=O)Cn1c(=O)oc2cc(S(=O)(=O)Nc3ccc(F)cc3)ccc21 | 1 | 0 | 5 | 3.0 | 1 | 3 | -16 | 0.1 | -5

By substructure, the compounds so far with a thiophene ring, fused or not
SMILES | EBNA-1 inhibitor | HCV core dimer | ZTA DNA inh | PP5 primary | TPT1 inhibitor | PP1 counter | PREPL inh | Efflux pump inh | CTSL1 counter
Nc1c(C(=O)NCc2cccs2)nnn1CC(=O)Nc1cccc(Cl)c1 | 11 | 2 | 20 | 1.4 | -2 | 2 | -5 | -0.1 | 0
Cc1cccc(-n2c(-c3csc4ccccc34)n[nH]c2=S)c1 | 0 | 8 | 7 | -1.1 | 1 | -2 | 0 | -0.2 | -1
COc1ccc(/C=C(\C#N)C(=O)NCc2cccs2)cc1OC | -8 | 7 | -6 | 0.2 | -6 | -1 | -6 | 0.0 | -2
Clc1ccc(-c2nnc3sc(Cc4cccs4)nn23)cc1 | 2 | 38 | -4 | 0.6 | 0 | 0 | 8 | -0.2 | -1
CCN(CC)C(=O)CCc1nc2sc3c(c2c(=O)[nH]1)CCCC3 | 7 | -4 | 4 | 0.5 | -2 | 0 | 21 | 0.1 | 0
COC(=O)c1sccc1-c1ccc(/C=N/OCc2c(Cl)cccc2Cl)o1 | 3 | -9 | -3 | 0.3 | -2 | -2 | 8 | 0.3 | 0
C=CCOc1ccc(/C(O)=C2\C(=O)C(=O)N(CCN(C)C)C2c2cccs2)cc1 (stereo not given) | -12 | 9 | -2 | 6.2 | 2 | -1 | 4 | 0.2 | -2
CCN(Cc1ccccc1)C(=O)C1CCN(Cc2sccc2C)CC1 | -10 | -12 | 11 | 1.7 | 2 | 2 | -3 | 0.8 | 1

These rows are one share of the data; count on the stated rates, not on these rows.
